Screens deposited in PubChem by several laboratories.
TRPC4 inh: blocks the mouse TRPC4 cation channel; Q9QUQ5; HEK293 TRPC4beta/mu-opioid, DAMGO-evoked Fluo4 calcium flux; active compounds read low; B-score at 10 µM; 300,000 compounds, 0.39% hits; AID 2247;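 active means B-score over 3 SD under the library average, no early fluorescence shift, positive overall ratio signal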
Target sequence (Q9QUQ5 whole entry, looked up): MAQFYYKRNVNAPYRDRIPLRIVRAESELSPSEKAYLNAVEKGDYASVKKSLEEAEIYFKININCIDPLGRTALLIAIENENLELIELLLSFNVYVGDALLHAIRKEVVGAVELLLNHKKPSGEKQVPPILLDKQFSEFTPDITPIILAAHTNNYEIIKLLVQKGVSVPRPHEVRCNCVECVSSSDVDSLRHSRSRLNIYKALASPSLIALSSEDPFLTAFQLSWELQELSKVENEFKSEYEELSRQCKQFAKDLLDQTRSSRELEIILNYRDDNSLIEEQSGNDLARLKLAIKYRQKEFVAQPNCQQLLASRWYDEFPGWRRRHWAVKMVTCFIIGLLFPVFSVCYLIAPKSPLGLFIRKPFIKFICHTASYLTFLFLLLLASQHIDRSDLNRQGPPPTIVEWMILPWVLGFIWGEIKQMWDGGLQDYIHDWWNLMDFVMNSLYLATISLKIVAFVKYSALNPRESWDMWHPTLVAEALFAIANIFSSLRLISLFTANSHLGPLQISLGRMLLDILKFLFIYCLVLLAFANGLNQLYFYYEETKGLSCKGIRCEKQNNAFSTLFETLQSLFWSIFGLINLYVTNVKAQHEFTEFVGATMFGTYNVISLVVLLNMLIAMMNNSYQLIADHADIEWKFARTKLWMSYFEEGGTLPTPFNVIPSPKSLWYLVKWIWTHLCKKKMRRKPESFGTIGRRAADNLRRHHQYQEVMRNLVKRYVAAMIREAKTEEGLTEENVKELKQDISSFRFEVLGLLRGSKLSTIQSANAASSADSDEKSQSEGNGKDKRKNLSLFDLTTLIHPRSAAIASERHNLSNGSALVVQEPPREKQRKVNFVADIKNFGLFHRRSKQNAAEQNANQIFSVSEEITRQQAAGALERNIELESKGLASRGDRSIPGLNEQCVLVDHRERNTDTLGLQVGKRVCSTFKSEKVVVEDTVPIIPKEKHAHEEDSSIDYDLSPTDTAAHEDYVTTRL
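Assay system: HEK293 cells with stable TRPC4beta plus mu-opioid receptor expression. Dosing: single dose. Measured by: Fluo4 Ca2+ flux fluorescence. Also added: DAMGO in two steps, submaximal then maximal. Read-out: B score from integrated Fluo4 fluorescence ratio.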
HIF act: HIF pathway transcriptional activation. AID 1910. U2OS HRE-luciferase reporter, luminescence; normalized: DMSO 0%, desferrioxamine 100%. 300,000 compounds, 0.32% hits. activation, % at 7.5 µM (by protocol);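 active means mean activation of at least 10% of the iron chelator positive control signal, with at least half of replicates also reaching 10%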
TRPC6 act: activators of mouse TRPC6 channel; Q61143; HEK293-TRPC6 membrane potential dye fluorescence; active compounds read high; B-score at 10 µM; 310,000 compounds, 0.13% hits;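 active means B-score of the integrated fluorescence ratio above library mean plus 3 SD, and starting fluorescence ratio within library mean plus 5 SD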;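 further: higher score means more depolarization so channel activation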
TRPC4 act: opens the mouse TRPC4 cation channel; Q9QUQ5; HEK293 TRPC4beta/mu-opioid, Fluo4 calcium fluorescence; active compounds read high; B-score at 10 µM; 310,000 compounds, 0.49% hits; AID 2237;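 active means B-score above 5 SD of library B-scores, and initial fluorescence ratio not above library mean plus 5 SD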;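 further: positive B-score marks a calcium rise read as TRPC4 activation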
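Assay system: HEK293 stable line with TRPC4beta plus mu-opioid receptor. Times: dye 45 min RT, read 110 s. Measured by: kinetic Fluo4 calcium fluorescence. Measure: B score of integrated ratio. Controls: assay buffer as low control, maximal DAMGO as high control.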
IEC-6 cytotox: counter-screen for KLF5 inhibitors: cytotoxicity in IEC-6 cells; 290,000 compounds, 0.78% hits; IEC-6 cytotoxicity, luminescence viability; inhibition, % at 5 µM; in the data active means inhibition above about 22%;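 further: 0% = plate median of test compound wells and 100% = cytotoxic reference compound wells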
TRPC6 inhibitor: blocks the mouse TRPC6 cation channel; Q61143; HEK293-TRPC6, membrane potential dye, ACh-evoked depolarization; active compounds read low; B-score at 10 µM; 310,000 compounds, 1.1% hits;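 active means B-score under library mean minus 3 SD, initial fluorescence not abnormally high, positive integrated signal ratio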;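 further: B-score derived from integrated fluorescence ratio over the kinetic read; more negative B-score means stronger inhibition of depolarization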
KLF5 inh: suppresses KLF5 promoter-driven expression; DLD-1 KLF5 promoter-luciferase reporter, luminescence; inhibition, % at 5 µM; 290,000 compounds, 0.23% hits; AID 1700;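 active means inhibition above a per-plate limit of that plate's mean compound inhibition plus 3 SD, cut at about 60% in these data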;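 further: 0% = DMSO wells and 100% = LY294002 at 200 µM; higher means less KLF5 promoter-driven luciferase light; inactives centre near -14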
TRPC4 potent: allosteric potentiators of mouse TRPC4 channel; AID 2227; B-score at 10 µM; HEK293 TRPC4beta/mu-opioid, DAMGO EC20, Fluo-4 Ca2+ flux; active compounds read high; 310,000 compounds, 0.42% hits;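 active means B-score of calcium response area above 5 SD of library B-scores, with initial fluorescence ratio within 5 SD of library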;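 further: B-score of integrated fluorescence ratio over time as area under calcium response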
SKKanGAS inh: blocks kanamycin growth of S. pyogenes SKKanGAS strain | inhibition, % at 7.5 µM | AID 1662 | BacTiter-Glo, 6 h | 300,000 compounds, 1.3% hits;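 active means mean replicate score, as percent of positive control median, at least 50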;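 further: strain carries kanamycin resistance gene driven by streptokinase promoter and grows in 40 µg/ml kanamycin; loss of luminescence reflects streptokinase promoter inhibition or plain growth inhibition; 0% = median of DMSO wells and 100% = positive control at its reference dose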
aSyn 5UTR inh: 5' untranslated region of α-synuclein, MLPCN primary screen; alpha-synuclein 5'UTR reporter, inhibitor activity; 300,000 compounds, 0.82% hits; inhibition, % (tested at 7.5 µM); AID 1813; in the data active means inhibition above about 60%;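 further: H4 neuroglioblastoma cells stably carrying SNCA 5'UTR luciferase fusion; 0% = DMSO wells and 100% = positive control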
MrgX1 antagonist: blocks BAM8-22 activation of human MrgX1 receptor; Q96LB2; MRGX1-HEK293 calcium flux, Fluo-4, BAM8-22 antagonism; active compounds read low; AID 588676; 310,000 compounds, 1.3% hits; B-score at 10 µM;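 active means calcium-response B-score plate-corrected more than 3 library SD below zero, starting fluorescence within 5 deviations, no agonist response on first addition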;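 further: peak minus trough fluorescence over baseline after final BAM8-22 challenge near maximal dose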
The depositor's hits bear a star; i = inactive; x = not tested or not shown. Compounds as they come (roughly 5.8% active in at least one column).

SMILES	TRPC4 inh	HIF act	TRPC6 act	TRPC4 act	IEC-6 cytotox	TRPC6 inhibitor	KLF5 inh	TRPC4 potent	SKKanGAS inh	aSyn 5UTR inh	MrgX1 antagonist
CC1C(=O)Nc2ccc(S(=O)(=O)N3CCN(c4ccccc4F)CC3)cc2NC1=O (stereo unspecified)	i	0.0	i	i	1.5	i	-14.9	i	-10.5	7.8	i
CCOc1ccc(N2C(=O)CC(SC(=NC)Nc3ccc4c(c3)OCO4)C2=O)cc1 (stereo unspecified)	i	1.0	i	i	-0.3	i	-4.1	i	1.7	9.4	i
NNC(=O)c1ccc2nc(-c3ccc(Br)cc3)cn2c1	i	1.1	i	i	-1.6	i	-68.1	i	-3.3	-154.0	i
O=C(Nc1nc2ccccc2n1CCN1CCOCC1)c1ccccc1	i	0.5	i	i	-2.1	i	-14.6	i	6.6	-6.3	i
CCn1c(CNC(=O)Cc2ccc(OC)cc2)nnc1SCC(=O)Nc1ccc(C(=O)O)cc1	i	0.0	i	i	-1.3	i	2.3	i	-0.4	6.9	i
CC(=O)N1CC=C2C(C#N)=C(N)C(C#N)(C#N)[C@H](c3ccoc3)[C@H]2C1	i	-0.1	i	i	0.2	i	-49.2	i	-1.0	19.6	i
CC(=O)Cc1nsc(NC(=O)c2ccco2)n1	i	-0.1	i	i	9.8	i	-4.3	i	7.5	13.5	i
C=CCN1c2ccccc2[C@]23C[C@@H](C(=O)OC)N(C(=O)c4cccs4)C2=NC(C(=O)OC)=C(C(=O)OC)[C@H]13	i	-0.1	i	i	x	i	x	i	-0.1	-0.6	i
O=C(Nc1ccc(SC(F)F)cc1)c1ccc(F)cc1	i	2.6	i	i	6.0	i	-109.2	i	-6.5	-162.8	i
C/C(=N\NC(=O)c1ccco1)c1cc2ccccc2o1	i	0.8	i	i	7.2	i	2.9	i	-3.8	-93.9	i
O=C(O)/C(=C\c1cccc([N+](=O)[O-])c1)c1ccc(S(=O)(=O)N2CCCCC2)s1	i	-0.4	i	i	-7.0	i	-5.6	i	-5.5	-11.2	i
O=C(NCCc1cscn1)C1CCC(=O)N(Cc2ccc(Cl)cc2)C1 (stereo unspecified)	i	-0.4	i	i	0.2	i	-0.8	i	-2.8	-26.7	i
Cc1ccc(NC(=O)C2(c3ccc([N+](=O)[O-])cc3)CCCC2)cc1	i	0.0	i	i	-0.6	i	-4.0	i	-10.2	25.9	i
O=C(c1ccccc1CCc1ccccc1)N1CCCC1	i	-0.1	i	i	-4.8	i	-17.3	i	-3.1	-9.6	i
COc1ccc2c(c1)c(C(=O)CN1CCOCC1)c(C)n2C	i	-0.5	i	i	7.3	i	-8.8	i	-6.2	19.6	i
CC(C)COP(=O)(OCC(C)C)C(O)c1ccc(N(C)C)cc1 (stereo unspecified)	i	0.2	i	i	-7.1	i	-13.4	i	-0.5	14.8	i
O=C1/C(=C/c2ccccc2[N+](=O)[O-])COc2ccccc21	i	-4.2	i	i	2.4	i	8.1	i	15.5	-113.6	i
COc1ccc(CN2CCCCC2C)cc1OC (stereo unspecified)	i	-0.2	i	i	-6.0	i	-62.5	i	-4.6	7.4	i
CCCCC[C@H](O)/C=C/C1=C(CCCCCCC(=O)O)C(=O)CC1	i	0.1	i	i	-3.1	i	-11.9	i	16.9	3.7	i
CCCCOC(=O)c1ccc(NC(=O)C(=O)CC(=O)c2ccc(OC)cc2)cc1	i	0.5	i	i	-2.9	i	2.6	i	7.1	-11.9	i
CCOC(=O)C(NC(=O)Nc1ccc(F)cc1F)(Oc1ccc(F)cc1)C(F)(F)F (stereo unspecified)	i	0.0	i	i	-4.0	i	5.9	i	8.9	-7.3	i
CCCCC(O)(CCCC)C(=O)NNc1ccccc1	i	-0.3	i	i	2.4	i	18.7	i	0.6	1.6	i
CCOC(=O)CCNC(C(=O)OCC)c1ccccc1 (stereo unspecified)	i	-0.3	i	i	0.7	i	-19.7	i	5.1	-18.9	i
COC(=O)c1cc(OC)c(OC)cc1NC(=O)CCNC(=O)c1ccco1	i	-0.8	i	i	-0.2	i	-4.8	i	-4.6	6.6	i

Shown field by field: entries from further up
O=C1/C(=C/c2ccccc2[N+](=O)[O-])COc2ccccc21
  TRPC4 inh = i; HIF act = -4.2; TRPC6 act = i; TRPC4 act = i; IEC-6 cytotox = 2.4; TRPC6 inhibitor = i; KLF5 inh = 8.1; TRPC4 potent = i; SKKanGAS inh = 15.5; aSyn 5UTR inh = -113.6; MrgX1 antagonist = i

COc1ccc(CN2CCCCC2C)cc1OC (stereo unspecified)
  TRPC4 inh = i; HIF act = -0.2; TRPC6 act = i; TRPC4 act = i; IEC-6 cytotox = -6.0; TRPC6 inhibitor = i; KLF5 inh = -62.5; TRPC4 potent = i; SKKanGAS inh = -4.6; aSyn 5UTR inh = 7.4; MrgX1 antagonist = i

Next part
SMILES	TRPC4 inh	HIF act	TRPC6 act	TRPC4 act	IEC-6 cytotox	TRPC6 inhibitor	KLF5 inh	TRPC4 potent	SKKanGAS inh	aSyn 5UTR inh	MrgX1 antagonist
Cc1[nH][nH]c(=O)c1C(c1c(C)[nH][nH]c1=O)c1cn(Cc2ccccc2Cl)c2ccccc12	i	0.8	i	i	-1.3	i	-2.1	i	29.8	8.9	x
COc1ccccc1NC(=O)CSc1ncnc2c1oc1ccccc12	i	-0.3	i	i	0.0	i	11.5	i	-8.2	4.8	i
COc1cccc(CNC(=S)Nc2cccc(Cl)c2C)c1	i	-1.0	i	i	9.1	i	-2.4	i	4.1	7.3	i
O=C(CC(=O)c1cc(Cl)ccc1O)c1ccccc1	i	1.6	i	i	-0.6	i	-51.6	i	111.1*	-98.9	-5.02*
O=C(CSc1nncs1)Nc1ccc(Cl)cn1	i	0.0	i	i	1.5	i	-11.3	i	-3.1	-8.7	i
Cc1cccc(Nc2ncnc3c2cnn3C)c1	i	0.0	i	i	1.1	i	-20.6	i	1.7	-14.1	i
O=C(Nc1nc(-c2ccccc2)cs1)C1COc2ccccc2O1 (stereo unspecified)	i	0.3	i	i	2.0	i	4.0	i	7.9	-31.3	i
CC(=O)Nc1ccc(-c2nnn(CC(=O)c3ccc(F)cc3)n2)cc1Cl	i	0.0	i	i	-0.3	i	-9.0	i	-4.6	7.8	i
COc1cccc(CCNC(=O)CCCC(=O)c2ccccc2)c1	i	0.4	i	i	0.2	i	5.2	i	-11.9	-4.0	i
c1ccc2c(c1)ncn2CCn1cnc2ccccc21	i	0.3	i	i	1.7	i	-31.9	i	-6.3	22.3	i
OC(COCc1ccc2c(c1)OCO2)CN1CCC(Cc2ccccc2)CC1 (stereo unspecified)	i	1.1	i	i	-2.8	i	-4.6	i	5.3	12.3	i
CCOc1ccc(NC(=O)CC2C(=O)N(c3ccccc3)C(=O)N2CCc2cccs2)cc1 (stereo unspecified)	i	0.0	i	i	-3.3	i	-2.1	i	1.8	19.9	i
COc1ccc2c(c1)CCCC21SC(NC(C)=O)=NN1C(C)=O (stereo unspecified)	i	-0.9	i	i	-9.6	i	-12.6	i	9.0	6.2	i
CCN(C(=O)c1cccs1)c1nnc(-c2ccncc2)s1	i	1.2	i	i	6.9	i	-64.3	i	-8.9	-76.1	i
CC(OC(=O)CN(C)S(=O)(=O)c1ccc(Cl)cc1)C(=O)Nc1ccc(N2CCOCC2)cc1 (stereo unspecified)	i	0.3	i	i	2.2	i	5.6	i	-2.8	-25.5	x
O=C(NCCc1ccccn1)C1CCCN(S(=O)(=O)Cc2ccccc2)C1 (stereo unspecified)	i	-0.4	i	i	8.7	i	-3.8	i	-0.1	-8.7	i
Cc1ccccc1-n1c(SCC(=O)NC(N)=O)nc2sc(-c3ccccc3)cc2c1=O	i	0.8	i	i	6.7	i	-17.8	i	85.9*	30.0	i
Cc1ccc(-n2nc(C)c(C(=O)N3CCN(C(=O)c4ccco4)CC3)c2-n2cccc2)cc1	i	x	i	i	-1.0	i	-37.9	i	0.1	27.2	i
Nc1c(Cl)cc2c(c1Oc1ccccc1)C(=O)c1ccccc1C2=O	i	1.2	i	i	2.3	i	-63.9	i	6.3	-2.6	i
O=C1C=C(NCc2ccncc2)CC(c2ccccc2)C1 (stereo unspecified)	i	-0.4	i	i	-3.7	i	4.3	i	-3.2	3.3	i
CCOc1c(/C=C(\C#N)C(N)=O)c2ccccc2n1CC	i	0.2	i	i	-3.6	i	-0.1	i	0.4	32.6	i
O=C(CCc1nc(-c2ccccc2F)no1)NCCN1CCc2ccccc2C1	i	-0.5	i	i	1.5	i	-0.6	i	-8.1	22.9	i
CCOC(=O)c1c(C(C)(C)C)oc2ccc(OCC#N)cc12	i	-0.1	i	i	-6.3	i	-30.7	i	1.0	24.6	i
COc1cc(/C=C/C(=O)NCCn2c(C)cc3ccccc32)cc(OC)c1OC	i	-0.1	i	i	-0.4	i	-2.8	i	1.1	1.7	i
O=C(CNC1=NCCC1)c1ccc(Cl)cc1	i	1.2	i	i	9.5	i	2.3	i	2.0	17.7	i
CCCOc1ccc(N2C(=O)CC(SCCN)C2=O)cc1 (stereo unspecified)	i	2.1	i	i	2.5	i	-80.7	i	8.6	-71.0	i
Cc1nnc(N/N=C/c2cc(C)n(-c3ccc(F)cc3)c2C)n1N	i	0.6	i	i	99.4*	i	-11.7	i	-9.4	-0.7	i
O=C(c1cccc(-c2ccccc2)c1)N1CC[C@@H](N2CCC(O)CC2)[C@H](O)C1	i	0.2	i	i	11.6	i	-0.2	i	2.0	6.0	i
CC(=O)c1c(C)[nH]c(C(=O)OCc2nc3ccsc3c(=O)[nH]2)c1C	i	1.8	i	i	x	i	x	i	39.2	-39.0	i
COc1cc(C2C(C(=O)c3ccco3)=C(O)C(=O)N2c2cc(C)on2)ccc1OCc1ccccc1 (stereo unspecified)	i	0.1	i	i	-3.2	i	-4.2	i	2.6	-9.3	i
Cc1nnc(SCC(=O)N2CCCCCC2)n(N)c1=O	i	x	i	i	-2.8	i	-18.1	i	x	x	i
S=c1[nH]c2ccc(Cl)cc2[nH]1	i	-0.5	i	i	8.5	i	7.5	i	-2.5	6.9	i
O=C(CNC(=O)c1ccc(Br)o1)NC1CCCCCC1	i	1.1	i	i	x	i	x	i	13.1	-11.9	i
COc1ccc(C(CNC(=O)COc2ccc(-c3ccccc3)cc2)N2CCOCC2)cc1 (stereo unspecified)	i	0.0	i	i	1.1	i	-21.9	i	-8.7	14.8	i
Cn1ncc2cc(NC(=S)NC(=O)c3ccccc3)ccc21	i	2.5	i	i	-1.2	i	-123.0	i	0.3	-201.1	i
COCCNc1oc(-c2ccccc2Cl)nc1C#N	i	0.1	i	i	4.3	i	-52.2	i	-1.9	1.3	i
CCOC(=O)CNC(=O)Cn1cnc2c(nnn2-c2cccc(OC)c2)c1=O	i	-0.6	i	i	-1.3	i	-34.0	i	-2.0	-1.5	i
